# ERAP1 inh: inhibitors of human ERAP1 aminopeptidase; recombinant ERAP1, Leu-AMC fluorescence, 60 min; inhibition, % at 10.7 µM; hit rate 0.15% among 340,000; AID 652197;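 active = mean replicate inhibition of at least 30%, or all replicates individually reaching that 30% level; inactive = mean below 30% and not every replicate reaching it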;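 also: 0% = neutral control wells and 100% = L-leucinethiol positive control wells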
# Target sequence (Q9NZ08 whole entry, looked up): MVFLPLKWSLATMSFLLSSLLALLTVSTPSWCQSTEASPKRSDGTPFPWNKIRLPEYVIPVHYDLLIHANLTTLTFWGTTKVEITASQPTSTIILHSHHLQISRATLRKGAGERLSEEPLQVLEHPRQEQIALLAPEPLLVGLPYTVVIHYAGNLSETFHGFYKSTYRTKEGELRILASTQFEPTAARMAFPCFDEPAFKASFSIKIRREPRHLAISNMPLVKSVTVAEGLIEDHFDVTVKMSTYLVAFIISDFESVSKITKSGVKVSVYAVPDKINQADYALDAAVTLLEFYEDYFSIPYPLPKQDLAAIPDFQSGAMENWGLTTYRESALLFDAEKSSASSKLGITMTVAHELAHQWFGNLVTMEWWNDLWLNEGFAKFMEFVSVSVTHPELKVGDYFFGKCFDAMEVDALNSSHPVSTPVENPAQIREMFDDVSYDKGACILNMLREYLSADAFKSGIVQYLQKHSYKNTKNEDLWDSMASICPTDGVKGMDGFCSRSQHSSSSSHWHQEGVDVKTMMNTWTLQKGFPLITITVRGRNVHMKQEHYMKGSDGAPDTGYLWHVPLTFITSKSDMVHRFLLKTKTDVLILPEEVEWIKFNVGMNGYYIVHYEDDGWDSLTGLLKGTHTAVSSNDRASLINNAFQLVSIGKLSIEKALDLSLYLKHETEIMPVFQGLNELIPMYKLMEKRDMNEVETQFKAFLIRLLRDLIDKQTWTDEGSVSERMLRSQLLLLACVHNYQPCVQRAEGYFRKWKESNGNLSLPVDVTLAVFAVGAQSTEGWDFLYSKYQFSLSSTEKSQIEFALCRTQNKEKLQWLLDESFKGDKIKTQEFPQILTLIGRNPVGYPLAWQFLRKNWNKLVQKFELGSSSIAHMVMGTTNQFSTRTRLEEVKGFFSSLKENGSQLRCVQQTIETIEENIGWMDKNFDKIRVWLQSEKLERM
# FN deposit inh: fibronectin deposition inhibition | inhibition, % at 12.6 µM | hit rate 0.086% among 350,000 | AID 743247 | AH1F fibroblasts, Alexa488-fibronectin deposition fluorescence, overnight;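 active = mean inhibition across replicates of 30% or more, regardless of how many single replicates reach that level; inconclusive = mean under 30% yet at least half of replicates reach 30%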;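 also: positive control wells lacked labelled fibronectin entirely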
#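 Assay system: AH1F fibroblast monolayer, labelled fibronectin deposition. Amount: 10000 cells per well. Also added: labelled fibronectin 24 nM. Compound: single-point pinned compound. Incubation: cell attachment 1 h, compound and FN exposure overnight. Detection: fluorescence after three HBSS washes, excitation 485 nm, emission 525 nm. Read-out: inhibition of fibronectin deposition signal.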
# PGC1a acetyl inh: PGC1a acetylation modulation, inhibitor mode | inhibition, % at 15.6 µM | U2OS PGC1a acetylation, AlphaScreen anti-acetyl-lysine; with virally co-expressed GCN5 acetyltransferase | hit rate 0.17% among 350,000 | AID 651687;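 active = every replicate shows inhibition of at least 40%; inconclusive = mean inhibition at least 40% but some replicate below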;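 also: 0% = neutral control wells and 100% = positive control wells; some results beyond the cut were filed as inactive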
# PAX8 inh HTS: lowers PAX8-driven luciferase in RMG-I cells; RMG-I TPO-luciferase reporter, SteadyGlo, 24 h; AID 652154; inhibition, % at 12.6 µM; hit rate 1.2% among 360,000;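 active = mean replicate inhibition at least 60% with every replicate also reaching 60%; inconclusive = only one of the two criteria is met; inactive = mean below 60% and not all replicates reaching 60%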;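 also: luciferase light reporting Pax8 driven TPO promoter activity; plate controls were median of neutral control wells for no effect and mitoxantrone controls for full effect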
# LGR2 antag: Drosophila LGR2 receptor signaling inhibition | inhibition, % at 9.99 µM | AID 720647 | hit rate 0.35% among 380,000 | HEK293 LGR2, CRE-luciferase, bursicon-stimulated, 4 h;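 active = drop in luminescence signal, shown as inhibition above about 50% in the replicate tests, limit read from the data, passing the limit was not always enough; inconclusive = probably only some replicates passing the limit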;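 also: agonist challenge used bursicon conditioned medium at about half maximal strength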
# EWS-Fli block: inhibitors of EWS/Fli oncoprotein transcriptional activity. A673 NR0B1-luciferase reporter, viability-normalised. hit rate 0.67% among 350,000. AID 651661. inhibition, % at 12.6 µM;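 active = mean inhibition of at least 50% after viability correction, with every replicate also passing that limit; inconclusive = mean reaches 50% but only one of two replicates passes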;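 also: firefly luciferase signal divided by Alamar Blue viability fluorescence both relative to DMSO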
# S100A4 MyoIIA: blocks human S100A4 binding to myosin IIA peptide; S100A4/TAMRA-MyoIIA peptide fluorescence polarization; inhibition, % at 10.7 µM; hit rate 0.14% among 360,000; AID 652163;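 active = mean inhibition of at least 70% across replicates, with every replicate also reaching that level; inconclusive = mean inhibition reaches 70% but some replicates fall short; inactive = mean inhibition below 70%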
# Target sequence (P26447 whole entry, looked up): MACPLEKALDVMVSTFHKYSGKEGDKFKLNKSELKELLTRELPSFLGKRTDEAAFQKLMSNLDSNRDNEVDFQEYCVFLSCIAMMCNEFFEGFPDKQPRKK
#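 Test system – S100A4 monomer (human) · Compound – single-point compound testing · Schedule – 5 min incubation before reading · Probe or stimulus – TAMRA-labelled myosin IIA heavy-chain peptide probe, 5 nM · Benchmarks – neutral control DMSO, positive control TFP · Medium – Calcium-containing HEPES buffer, pH 7.2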
# PglD inh: inhibitors of Campylobacter jejuni PglD acetyltransferase | purified PglD enzyme, DTNB colorimetric CoA detection | inhibition, % at 12.5 µM | hit rate 0.098% among 360,000 | AID 602405; in the data active = inhibition above about 16%, passing the limit was not always enough; inconclusive = no clear call, values can overlap the other calls; also: strong numbers were not always called active
# Active calls of the source: *; ? = inconclusive; · = no result given.
SMILES,ERAP1 inh,FN deposit inh,PGC1a acetyl inh,PAX8 inh HTS,LGR2 antag,EWS-Fli block,S100A4 MyoIIA,PglD inh
CCCCCCN(C(=O)CCCCCN1C(=O)NC(c2ccc(-c3ccccc3)cc2)C(C(=O)OCc2ccccc2)=C1C)C(C(=O)NCCCC)c1cccc(C(=O)OC)c1 (centres undefined),2,9,·,11,-25,-10,-4,·
C[C@H](CO)N1C[C@H](C)[C@@H](CN(C)C(=O)Nc2cccc3ccccc23)Oc2ccc(NS(=O)(=O)c3cn(C)cn3)cc2CC1=O,0,·,2,-27,20,-15,-7,-2
Clc1ccc(Cc2nc(-c3ccncc3)no2)cc1,1,-1,·,-19,-5,-12,1,·
Cc1sc2ncn(CC(=O)N3CCCCC3)c(=O)c2c1S(=O)(=O)N1CCC(C)CC1,3,-3,1,10,-5,-1,0,9
C[C@H]1CCCCO[C@@H](CN(C)C(=O)Nc2ccccc2)[C@@H](C)CN([C@@H](C)CO)C(=O)c2cc(NC(=O)C3CCCCC3)ccc2O1,3,-2,-5,14,41,-4,8,1
COc1cc(C(=O)Oc2cccc(Nc3ncnc4ccccc34)c2)cc(OC)c1OC,-2,·,0,·,85*,-21,1,·
COc1ccc2c3c(n(C)c2c1)[C@H](CO)N(Cc1nccs1)CC31CN(C(=O)CC2CC2)C1,0,·,-1,·,19,-6,11,·
COc1ccc2c3c(n(C)c2c1)[C@@H](CO)N(Cc1cccc(F)c1)CC31CN(C(=O)Cc2ccccc2)C1,-2,·,-3,·,11,29,-5,·
CCC(CC)NC(=O)Nc1ccccc1C(F)(F)F,0,-2,-6,-26,23,-5,5,0
c1cncc(C(c2nnnn2C2CCCCC2)N2CCN3CCCC3C2)c1 (centres undefined),·,-1,54,4,·,·,·,9
O=C(CSc1nc2ccccc2c(=O)n1-c1ccc(F)cc1)NCc1ccco1,-1,·,-6,·,-7,-5,-4,8
COc1ccc(Oc2nc(-c3ccccc3)ncc2C(=O)O)cc1,-2,-3,11,-1,-1,14,-2,·
CCCc1cn(CC[C@@H]2CC[C@@H](NC(=O)CCN3CCCCC3)[C@H](CO)O2)nn1,6,6,-1,4,-9,-3,13,-1
COc1cc(C)c(Cl)cc1S(=O)(=O)n1cnc(C)c1,-6,·,0,·,6,0,-2,-3
Cc1noc(C)c1COc1ccccc1C(=O)N1CCN(S(=O)(=O)c2ccc(C(C)C)cc2)CC1,-3,2,·,9,-9,4,-3,-2
CCCCCC(=O)Nc1ccc(-c2nnc3n2CCCCC3)cc1,3,4,7,-19,19,-6,-8,1
O=C1N=C(N2CCCCC2)S/C1=C\c1ccncc1,2,0,·,-8,6,3,3,·
CCOC(=O)c1c(SC)[nH]c2c(Cl)cccc2c1=O,-4,-3,4,-18,-8,0,5,-4
COc1ccccc1S(=O)(=O)N(C)C[C@@H]1Oc2cc(/C=C/c3ccccc3)ccc2S(=O)(=O)N([C@@H](C)CO)C[C@@H]1C,-7,·,-1,·,3,-2,4,4
COCCCNC(=O)CC(NS(=O)(=O)c1ccc(C)cc1)c1ccc(OC)cc1 (centres undefined),2,·,-17,·,12,9,-2,2
O=C(Oc1cccc(-n2cnnn2)c1)c1ccccc1,-1,·,·,-41,9,4,3,·
Cc1ccc(C)c(SCC(=O)NNC(=O)c2ccccc2)c1,-3,1,1,7,8,5,-1,2
Cc1ccc(CNC(=O)Cn2nnc(C(=O)Nc3ccc(Br)cc3)c2N)cc1,-3,-7,-3,-11,0,-10,-2,-3
CCC(=O)N(CCc1ccccc1C)Cc1cc2ccc(C)cc2[nH]c1=O,-1,5,3,7,-7,9,5,-4
CC(=O)c1ccc(S(=O)(=O)N2CCCC2)cc1,·,-2,3,·,-35,·,·,1
# (next part)
SMILES,ERAP1 inh,FN deposit inh,PGC1a acetyl inh,PAX8 inh HTS,LGR2 antag,EWS-Fli block,S100A4 MyoIIA,PglD inh
COc1ccc(CC(=O)Nc2c(C(=O)N3CCN(c4ncccn4)CC3)oc3ccccc23)cc1,-2,-1,-8,7,11,2,1,1
Cn1c(=O)n(CCOc2ccc([N+](=O)[O-])cc2)c2ccccc21,3,7,-8,-39,-22,-28,14,-11
O=C(NC1CCCCC1)c1cc(-c2ccc(F)cc2)on1,-3,-6,·,-41,-28,-50,0,1
Cc1ccc(Cc2c[nH]c(=S)s2)cc1,4,-1,·,5,·,14,-1,·
O=C1C(Cl)=C(NCC2CCCO2)C(=O)N1c1ccccc1 (centres undefined),·,3,-17,15,·,·,·,3
C[C@H]1CCCCO[C@H](CN(C)S(=O)(=O)c2cccs2)[C@@H](C)CN([C@@H](C)CO)C(=O)c2cc(NC(=O)CCC(F)(F)F)ccc2O1,4,·,3,-12,-12,1,-3,2
CN1C(=O)c2cc(NS(=O)(=O)c3ccc(F)cc3)ccc2OC[C@H]2O[C@@H](CC(=O)O)CC[C@@H]21,-1,-2,-1,-7,-4,-5,0,3
CSc1cccc(NC(=O)CCn2c(=O)c3cccn3c3cccnc32)c1,-1,-20,-8,2,-13,-24,-1,-3
NC(=S)Nc1ncc(C(F)(F)F)cc1Cl,4,2,-1,-31,-37,-2,-4,·
COc1cccc(C(NC(C)=O)c2nc(-c3cnc4ccccc4c3)cs2)c1 (centres undefined),1,-7,0,-9,10,-6,2,-2
O=C(Nc1nc(-c2ccc(Cl)cc2)cs1)C1CCCO1 (centres undefined),2,5,-2,-139,-78,-110,-1,2
O=C(COc1cnc2ccccc2n1)NCCC1=CCCCC1,·,0,13,12,·,·,·,-4
CCc1cnc(Nc2nc(C(N)c3ccccc3Cl)cs2)nc1 (centres undefined),-3,2,·,-18,-1,1,0,1
CN(CCC1CCOCC1)C(=O)C1CCC(=O)N(CCc2ccccc2)C1 (centres undefined),0,-3,4,·,7,2,-3,-5
COc1cc(NC(=O)C2CC(c3ccc(Cl)cc3)=NO2)cc(OC)c1OC (centres undefined),3,-6,-30,15,3,9,0,-5
O=C(C[C@H]1CC[C@H]2[C@@H](COC[C@H](O)CN2Cc2ccccc2F)O1)N1CCc2ccccc2C1,3,-5,1,-14,-14,10,-1,-1
O=c1[nH]c(/C=C/c2ccc([N+](=O)[O-])cc2)c([N+](=O)[O-])c(=O)[nH]1,1,-6,?,-2,1,-3,-5,-5
CC(C)NC(=O)Nc1ccc2c(c1)C(=O)N([C@@H](C)CO)C[C@@H](C)[C@H](CN(C)CC1CCCCC1)OCCCC[C@@H](C)O2,-8,9,9,4,2,·,12,0
COc1ccc(S(=O)(=O)N(C)C[C@H]2Oc3ccc(NS(C)(=O)=O)cc3C(=O)N([C@@H](C)CO)C[C@@H]2C)cc1,5,·,-2,·,-4,-4,2,3
CCN(CC)S(=O)(=O)c1ccc(N2CCOCC2)c(NC(=O)CN2C(=O)NC3(CCCC3)C2=O)c1,-6,1,·,-7,-12,2,-2,0
O=C(CCCCO)CCCCCCCC[C@H]1N[C@H](CO)[C@H](O)[C@@H]1O[C@@H]1O[C@H](CO)[C@@H](O)[C@H](O)[C@H]1O,·,1,4,-6,-9,-12,·,-2
COc1cc(/C=N\NC(=O)c2ccc(Cn3cc(Br)c([N+](=O)[O-])n3)o2)cc(OC)c1O,·,0,-5,3,-3,·,·,2
O=C(O)C(CCc1ccccn1)c1ccccc1 (centres undefined),-1,3,-15,-1,-8,-7,-2,5
COc1ccccc1C(=O)COC(=O)Cn1c(C)csc1=O,0,-4,·,-5,-16,-5,-2,-3
CC1=C(C(=O)N(C(C)C)C(C)C)CC(CC(=O)NCCN2CCOCC2)C(=O)N1Cc1ccc(F)cc1 (centres undefined),-2,1,4,12,-12,3,-1,3
# The listing continues:
SMILES,ERAP1 inh,FN deposit inh,PGC1a acetyl inh,PAX8 inh HTS,LGR2 antag,EWS-Fli block,S100A4 MyoIIA,PglD inh
Cc1ccc(S(=O)(=O)NC2CCCC2)cc1C(N)=O,2,5,4,15,9,·,-1,2
COc1ccc(C(=O)O)cc1S(=O)(=O)NCc1ccncc1,4,0,-1,·,-1,-5,-7,·
CC(C)Cn1c(N)c(C(=O)CSc2nnnn2-c2ccc(Cl)cc2)c(=O)n(C)c1=O,1,-6,8,-20,22,3,-1,·
O=C(CC(F)(F)F)N1C[C@@H]2[C@H](c3ccccc31)[C@H](CO)N2C(=O)C1CCOCC1,6,·,-9,20,-8,0,6,1
CN1C(=O)c2cc(NC(=O)c3cccs3)ccc2OC[C@H]2O[C@@H](CC(=O)O)CC[C@@H]21,·,6,1,-14,25,4,·,·
OC(c1cccc(Cl)c1)c1ncc(-c2ccccc2Cl)[nH]1 (centres undefined),0,11,-1,-42,-33,-4,1,0
COc1ccc(CN2CCC(N3CC(C)OC(C)C3)CC2)c(OC)c1 (centres undefined),1,-4,·,21,-7,1,2,1
O=C(COc1cccc(Cl)c1)NCc1ccccc1,3,-4,0,-3,4,-2,-1,0
COc1ccc(NC(=O)C(=O)NCC(c2ccco2)N2CCc3ccccc3C2)cc1 (centres undefined),-6,5,·,18,16,8,3,-3
COc1cc2oc(=O)cc(-c3ccc(-c4ccc(OC(F)(F)F)cc4)cc3)c2c(OC)c1OC,·,·,1,-15,-12,-7,10,-2
C=CCc1ccc(OCCCNC2CCCC2)c(OC)c1,1,-3,-5,14,-7,6,-4,0
OC(CNC1CCCCC1)CNC1CCCCC1,-1,-1,4,-3,-19,8,-1,-3
Cc1ccc(S(=O)(=O)Nc2ccc3c(c2)CCC3)cc1C,·,-2,-17,-2,-7,·,·,-7
O=C(O)C1CCC(Cn2c(SCc3cc(=O)n4ccccc4n3)nc3ccsc3c2=O)CC1 (centres undefined),-64,-3,·,-11,2,-4,-4,·
O=C(OCCOc1ccccc1Cl)c1cc(S(=O)(=O)N2CCCCC2)ccc1N1CCOCC1,1,-14,6,17,·,17,1,1
CCN(CC)C(=O)C1=C(C)N(Cc2ccc(F)cc2)C(=O)C(CC(=O)NC(c2ccccc2)c2ccccc2)C1 (centres undefined),·,-1,-14,12,10,4,0,2
CN(C)c1ccc(C(C(=O)NC2CCCC2)N(Cc2cccnc2)C(=O)c2snc(C(N)=O)c2N)cc1 (centres undefined),0,-3,22,6,-1,29,4,6
CC(C)NC(=O)N[C@H]1C=C[C@@H](CC(=O)NCc2ccc(Oc3ccccc3)cc2)O[C@H]1CO,3,-2,-9,5,-27,-1,5,0
COc1ccc2nc(N3C(=O)/C(=C/c4ccccc4)NC3=S)sc2c1,2,-3,·,21,-13,6,10,6
O=C(c1ccccc1S(=O)(=O)NCc1ccccc1)N1CCCC1,1,-6,9,-14,-13,-1,1,0
CC(OC(=O)c1ccc2c(c1)OCCO2)C(=O)c1ccccc1 (centres undefined),0,9,·,-199,-61,-52,-1,·
CCCC#Cc1ccc2c(c1)O[C@@H](CN(C)Cc1ccncc1)[C@H](C)CN([C@@H](C)CO)S2(=O)=O,-3,·,6,·,2,29,28,-2
COc1cc2ccccc2nn1,-5,-4,9,20,10,-5,-5,·
Cc1ccc(N(C(=O)c2sc(C)nc2C)C(C(=O)NC(C)(C)C)c2ccncc2)cc1 (centres undefined),-2,0,-2,9,-7,-11,1,·

# Retrieved by structure from the list above, two records:
SMILES,ERAP1 inh,FN deposit inh,PGC1a acetyl inh,PAX8 inh HTS,LGR2 antag,EWS-Fli block,S100A4 MyoIIA,PglD inh
OC(c1cccc(Cl)c1)c1ncc(-c2ccccc2Cl)[nH]1 (centres undefined),0,11,-1,-42,-33,-4,1,0
Cc1ccc(S(=O)(=O)NC2CCCC2)cc1C(N)=O,2,5,4,15,9,·,-1,2

# No enrichment for hits, and some 2.1% of all compounds hit somewhere here.
